IL1B secr inh = inhibitors of inflammasome signaling (IL-1 beta secretion); THP-1 LPS/ATP IL-1B secretion, AlphaLISA, 16 h; active compounds read low; activity change, % at 57.5 µM; 360,000 tested, 4.7% active; AID 743279; in the data active = activity change below about -50%; inconclusive = mostly about -30% to -49%; also: % is scaled to controls: 0 for no effect and ±100 for the full control effect
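Secreted IL-1B measured by AlphaLISA bead assay after 16 h compound exposure of THP-1 cells; compounds (final up to 57.5 uM) added 1 h before LPS (250 ng/mL) and ATP (1.25 mM) stimulation; lower signal means less secretion.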
GLP1R ag = activates the human GLP-1 receptor | AID 624172 | Potency, µM (doses to about 45.6 µM), for the others: at the highest dose activation, hits mostly activators | HEK293 GLP-1R CRE-luciferase, luminescence, 4-6 h; cells express a hypersensitive GLP-1R form | 380,000 tested, 0.007% active; also: potency is read from the fitted curve at half-maximal effect; % of control where 0% means no effect
Target sequence (P43220 whole entry, looked up): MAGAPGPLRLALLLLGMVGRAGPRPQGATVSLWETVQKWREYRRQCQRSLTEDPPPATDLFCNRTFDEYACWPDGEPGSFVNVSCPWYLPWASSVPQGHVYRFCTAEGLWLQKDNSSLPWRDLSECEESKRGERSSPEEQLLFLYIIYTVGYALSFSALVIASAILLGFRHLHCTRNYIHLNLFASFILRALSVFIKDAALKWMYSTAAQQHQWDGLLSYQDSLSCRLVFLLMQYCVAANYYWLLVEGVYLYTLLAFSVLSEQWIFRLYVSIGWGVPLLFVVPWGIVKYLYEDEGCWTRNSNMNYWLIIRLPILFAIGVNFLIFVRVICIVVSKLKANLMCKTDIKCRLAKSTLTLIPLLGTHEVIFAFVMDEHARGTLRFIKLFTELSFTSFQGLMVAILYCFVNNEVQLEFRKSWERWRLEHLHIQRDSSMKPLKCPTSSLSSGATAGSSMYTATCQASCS
HT1080 IDH1KD tx = HT-1080 IDH1 knockdown cell toxicity (counter line). 360,000 tested, 2% active. AID 686971. HT-1080 IDH1 knockdown viability, ATP luminescence, 48 h. Potency, µM (highest dose often 46.1 µM), without a hit: top-dose activity, negative = toxicity, usual class: cytotoxic;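 also: potency is read from the fitted curve at half-maximal effect; 0% = DMSO wells and -100% = cell-free medium wells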
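Cytotoxicity counter-line: IDH1KD HT-1080, 48 h, CellTiter-Glo. Curves classed by r2, magnitude and activity.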
KB-V1 cytotox = KB-V1 MDR subline cytotoxicity; KB-V1 MDR cells viability, CellTiter-Glo, 72 h; Potency, µM (series often up to 46.1 µM), for the others: at the top dose activity change, negative = cytotoxicity, usual class: cytotoxic; 400,000 tested, 3.4% active; also: potency is read from the fitted curve at half-maximal effect; % is scaled to controls: 0 for no effect and ±100 for the full control effect; nearly all actives have a fitted effect of over 60% in size
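Cells of the MDR subline KB-V1 are plated, dosed with compound at multiple concentrations, and incubated 72 h at 37 degrees C; CellTiter-Glo is then added and luminescence read after 10 min.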
HT1080NT lethal = kills 2HG-producing HT-1080-NT fibrosarcoma cells | HT-1080-NT fibrosarcoma viability, CellTiter-Glo ATP luminescence, 48 h | Potency, µM (series often up to 46.1 µM), for the others: at the highest dose activity, negative = less viability, hits mostly cytotoxic | 360,000 tested, 1.6% active | AID 686970;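 also: NT is the 2HG producing partner of a matched IDH1 knockdown line; potency is read from the fitted curve at half-maximal effect; 0% = DMSO-treated cells and -100% = media-only wells without cells; nearly all actives have a fitted effect of over 55% in size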
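Compounds were tested in concentration-response format on HT-1080-NT cells for 48 hours at 37 degrees C. Cell viability came from CellTiter-Glo luminescence; curves were classified by r2, response magnitude and activity.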
KB-3-1 cytotox = kills parental KB-3-1 adenocarcinoma cells; KB-3-1 viability, CellTiter-Glo ATP luminescence, 72 h; Potency, µM (series often up to 46.1 µM), inactives show at the highest dose activity change, negative = cytotoxic, hits mostly cytotoxic; 400,000 tested, 1.4% active; AID 1347075; also: potency is read from the fitted curve at half-maximal effect; % is scaled to controls: 0 for no effect and ±100 for the full control effect; nearly all actives have a fitted effect of over 60% in size
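KB-3-1 cells, DMEM (no phenol red) + 10% FBS; compound by pin transfer, 72 h, 37 °C. Readout: CellTiter-Glo luminescence after 10 min. Data normalized, curve-fitted.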
DRD3 antagonist = blocks the human D3 dopamine receptor | P35462 | D3R cells, DiscoveRx beta-arrestin luminescence, antagonist mode; active compounds read low | max response, negative = inhibition, % | 360,000 tested, 2.5% active | AID 652054; in the data active = max response below about -50%; inconclusive = no clear call, values can overlap the other calls; also: % is scaled to controls: 0 for no effect and ±100 for the full control effect; mostly tested at two doses, the higher about 12 µM
Target sequence (P35462 whole entry, looked up): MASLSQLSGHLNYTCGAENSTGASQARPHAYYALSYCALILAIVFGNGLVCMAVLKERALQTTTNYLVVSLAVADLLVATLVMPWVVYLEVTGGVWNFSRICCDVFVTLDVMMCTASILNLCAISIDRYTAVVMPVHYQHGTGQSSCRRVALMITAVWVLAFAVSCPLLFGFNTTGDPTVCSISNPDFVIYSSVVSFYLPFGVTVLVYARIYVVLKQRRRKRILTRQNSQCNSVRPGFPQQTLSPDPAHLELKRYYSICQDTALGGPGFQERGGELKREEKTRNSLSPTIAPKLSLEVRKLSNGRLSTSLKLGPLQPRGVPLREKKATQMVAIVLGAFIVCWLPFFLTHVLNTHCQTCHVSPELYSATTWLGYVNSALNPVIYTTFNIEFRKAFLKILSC
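Cells plated overnight at 1500 cells/well, then exposed to library compounds with dopamine controls for 90 minutes at 37 degrees C. DiscoveRx reagent added for 30–60 minutes at room temperature; luminescence read, quantitative HTS format.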
SW480 rereplic = inducers of DNA re-replication in SW480 colon cancer cells; SW480 DNA re-replication, Hoechst DNA content imaging, 48 h; Potency, µM (top dose mostly 46.1 µM), for the others: top-dose re-replication activation, hits mostly activators; 340,000 tested, 1.8% active; AID 624297; also: potency is read from the fitted curve at half-maximal effect; % of control where 0% means no effect; nearly all actives have a fitted effect of over 55% in size
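Hoechst fluorescence of nuclei (405 nm excitation, 500-530 nm emission) measured by plate-scanning imager after 48 hr compound exposure at 37 C; re-replication scored as increased number of nuclei with elevated intensity.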
D3 ag = agonists of human D3 dopamine receptor; AID 652048; D3R DiscoveRx beta-arrestin cells, luminescence, 90 min; P35462; 410,000 tested, 0.58% active; max activation, %; in the data active = max activation above about 30%; also: 0% is about no effect; mostly tested at two doses, the higher about 12 µM
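Agonist mode: compounds and dopamine controls were applied to plated cells for 90 min at 37 degrees C after an overnight attachment at 1500 cells/well. Luminescent read-out followed 30 - 60 minutes at room temperature with DiscoveRx detection reagent.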
* hit, by the source's call; ? = inconclusive; / = not tested or not shown; & = joins results of further samples; ! = repeats disagree; [ ] = dose if it differs, or a comment. Unless noted, calls follow the shape of the dose curve; as a rule, active = well fitted curve in the direction sought with a large enough effect; inconclusive = small, poorly fitted or top-dose-only effect, or another doubt; inactive = no such curve, though single readings can be large; an effect the other way counts as inactive or inconclusive.

Molecule	IL1B secr inh	GLP1R ag	HT1080 IDH1KD tx	KB-V1 cytotox	HT1080NT lethal	KB-3-1 cytotox	DRD3 antagonist	SW480 rereplic	D3 ag
Cc1cc(C(O)c2ncc(-c3ccc(Oc4ccccc4)cc3)[nH]2)ccc1F (centres undefined)	-53*	-5%	10µM*	?	18µM*	?	-16	/	-9
CCOC(=S)NC(=O)c1sc2ccccc2c1Cl	-6	-8%	?	10%	?	-1%	?	10%	19
COc1ccc(-n2c(COc3ccc4c(c3)OCO4)nnc2SCC(=O)O)cc1	11	10%	-2%	12%	8%	7%	7	1%	-3
CC(=O)Oc1ccc(-c2csc(Nc3cccc(C)n3)n2)cc1	?	-6%	?	?	?	?	-20	?	0
COc1ccc(OC)c(-c2csc(NC(=O)Cc3cc(OC)c(OC)c(OC)c3)n2)c1	-10	12%	-20%	?	-8%	-26%	8	2%	21
COc1ccc(OC)c(NC(=O)c2cccnc2Sc2cc(C)ccc2C)c1	-29	10%	-9%	?	-5%	-16%	9	0%	1
COc1ccc(N(C(=O)C(C)C)S(=O)(=O)c2ccc3ccccc3c2)cc1	26	-6%	-5%	0%	-14%	0%	13	2%	-15
CCOC(=O)Cc1csc(NC(=O)COc2cccc(C)c2)n1	14	9%	5%	6%	8%	3%	12	-35%[inhibitor]	2
NC(N)=NN=C(c1ccc(F)cc1)c1ccc(C(F)(F)F)cc1	-104*	-3%	7.3µM*	?	2.9µM*	3.7µM*	-14	6.5µM*	6
Cc1ccc2nc(-c3ccccc3)cc(C(=O)O)c2c1	10	-15%	?	-12%	-22%	-30%	21	-11%	3
CN(Cc1cccc(F)c1)C(=O)CSc1nnnn1C1CC1	4	8%	5%	-3%	-1%	5%	-10	-34%	-15
COc1ccccc1NC(=O)CCN1C(=O)c2ccccc2C1=O	-16	-1%	23%	8%	9%	16%	2	0%	2
O=C(N/N=C\c1ccc([N+](=O)[O-])o1)C1COc2ccccc2O1 (centres undefined)	-15	5%	21µM*	-49%	?	?	6	?	-10
CCOCCCNC(=O)Cn1cnc2sc(C)c(S(=O)(=O)N3CCN(c4ncccn4)CC3)c2c1=O	-17	10%	-2%	-13%	2%	-8%	-10	5.2µM*	-5
Cc1ccc(N(C)C(=O)c2ccc(CNc3c(N4CCC(C)CC4)c(=O)c3=O)cc2)cc1	11	0%	16%	27%	21%	1%	9	-3%	-1
Cc1cc(C)cc(NC(=O)CCOc2ccccc2)c1	-5	1%	15%	30%	0%	1%	4	2%	-1
CCOC(=O)c1sc(NC(=O)Nc2cccc(Cl)c2)cc1C	-76*	-13%	?	13µM*	?	?	-6	26%	7
NCC(c1ccco1)c1c[nH]c2ccccc12 (centres undefined)	0	-1%	-3%	-3%	0%	-4%	3	-4%	-1
COc1ccccc1C1(O)C(=O)Nc2ccccc21 (centres undefined)	10	2%	8%	9%	5%	-10%	-11	15%	-11
O=C(OC1CCOC1=O)c1ccc(Cl)c(S(=O)(=O)N2CCOCC2)c1 (centres undefined)	9	-6%	0%	0%	6%	0%	1	2%	8
Cc1ccc(S(=O)(=O)N2CCC(C(=O)NCCN3CCOCC3)CC2)cc1C	4	-3%	2%	24%	6%	1%	2	-4%	2
COCCCn1c(SCC(=O)NC2CCCC2)nnc1-c1cccs1	6	4%	15%	-28%	14%	-8%	-7	0%	-5
Cc1ccc(NC(=O)c2ccc(C(C)(C)C)cc2)cc1-n1cnnn1	-10	15%	1%	-8%	2%	?	0	4%	-17
COc1ccc(N2CCN(C(=S)Nc3ccc(S(N)(=O)=O)cc3)CC2)cc1	0	0%	0%	4%	1%	1%	-9	1%	5
CCCN(CC(=O)Nc1ccccc1OC)C(=O)Cc1ccccc1F	0	6%	23%	-28%	16%	8%	3	-9%	1

Following part
Molecule	IL1B secr inh	GLP1R ag	HT1080 IDH1KD tx	KB-V1 cytotox	HT1080NT lethal	KB-3-1 cytotox	DRD3 antagonist	SW480 rereplic	D3 ag
COc1ccccc1Nc1nc(N)nc(CN2CCC(C)CC2)n1	12	8%	3%	-17%	-4%	10%	-18	2%	-14
COc1ccc(C(=O)N2CCN(Cc3cn[nH]c3-c3ccc(OC)cc3F)CC2)cc1	-3	-2%	2%	-23%	9%	-2%	11	4%	-1
Cc1c([N+](=O)[O-])c(C(=O)N2CCCC2)nn1C	-3	-17%	6%	?	7%	-5%	1	-5%	11
Cc1cc(CSCc2ccc(Cl)cc2)no1	-21	8%	10%	1%	11%	13%	0	-6%	-4
CN(c1ccccc1)S(=O)(=O)CS(=O)(=O)N(C)c1ccccc1	0	0%	-2%	-2%	0%	-2%	2	-11%	1
O=C(NC(=S)NC1CCSC1=O)c1ccccc1F (centres undefined)	?	-5%	15%	?	0%	2%	4	-2%	2
O=C(CCCc1ccccc1)Nc1ccnn1C1CCN(Cc2ccccc2)CC1	-12	-2%	-24%	?	-14%	2%	-3	?	-15
CN(c1ccccc1)S(=O)(=O)c1ccc(C(=O)NNC(=O)c2ccccc2F)cc1	32	-1%	0%	-6%	3%	-2%	13	0%	-16
Cc1ccc(Cn2cnc3c(nnn3Cc3ccc(Cl)cc3)c2=O)cc1	-10	-13%	-8%	-3%	3%	-8%	4	1%	-9
CCC(=O)Nc1cc(C(C)C)c(O)cc1C	4	-10%	12%	4%	7%	-2%	11	-5%[9.22 µM]	1
Cc1ccc(C)c(N(C(=O)Cn2nnc3ccccc32)C(C(=O)NCc2ccco2)c2ccncc2)c1 (centres undefined)	-1	5%	-3%	0%	0%	-1%	-5	-3%	4
CN(Cc1ccccc1)C(=O)C1CCCN1S(=O)(=O)c1ccc(Cl)cc1 (centres undefined)	-5	1%	10%	?	18%[9.24 µM]	4%	18	-4%	-5
COc1ccc(CCNC(=O)CN(c2cc(C(F)(F)F)ccc2Cl)S(C)(=O)=O)cc1	/	-3%	/	-1%	/	10%	/	/	9
COc1ccccc1/C=C/C1(C(=O)NC2CCCC2)CC(=O)N1c1ccc(F)cc1 (centres undefined)	-89*	-1%	8.2µM*	?	?	-6%	-5	16µM*	-8
O=C(NCc1cccc(Cl)c1)C1Cc2c(-c3ccc(Cl)cc3)ccnc2O1 (centres undefined)	1	-1%	-10%	?	0%	-16%	-10	/	-4
O=C(CSc1nc2scc(-c3ccco3)c2c(=O)n1-c1ccccc1)N1CCOCC1	1	23%	6%	0%	-3%[9.24 µM]	0%	12	2%	31*
Cc1ccccc1-c1cc(C(=O)NCC2CC2)nn1CC1CC(c2cccc([N+](=O)[O-])c2)=NO1 (centres undefined)	-21	-2%	-14%	8%	-11%	24%	?	-9%	-32
O=C(O)c1nc(N2CCCCC2)ncc1Cl	13	-9%	15%	14%	15%	8%	2	0%[9.22 µM]	-1
Cc1csc(NC(=O)c2ccc(-c3ccc(Cl)cc3Cl)o2)n1	9	10%	?	0%	?	4%	9	13µM*	-7
COc1ccc(CNC[C@H]2O[C@@H](n3cnc4c(N)ncnc43)[C@H](O)[C@@H]2O)cc1OC	7	5%	13%	8%	3%	21%	15	?	3
CCN(CC)S(=O)(=O)c1ccc(S(=O)(=O)N(CC(=O)Nc2ccccc2)CC2CCCO2)cc1 (centres undefined)	3	6%	-13%	-12%	0%[9.24 µM]	-21%	-17	0%	-16
Cc1cc2ccccn2c1C(=O)c1cccc(S(=O)(=O)N2CCOCC2)c1	-17	2%	-11%	?	-15%	-2%	16	4%[1.84 µM]	-9
COCc1nc2ccccc2n1Cc1cccc(C)c1	19	9%	-3%	16µM*!	-3%	-19%&-18%	0	-6%	4&1
CC(=O)Nc1cc2c(nc1C)nc(C)n2Cc1ccc(Br)cc1	?	-2%	4%	4%	10%	8%	-68*	-20%	-3
Cc1ccc2nc(-c3ccccc3C)oc(=O)c2c1	40	-5%	9%	0%	2%	7%	11	-4%	10

Further records follow:
Molecule	IL1B secr inh	GLP1R ag	HT1080 IDH1KD tx	KB-V1 cytotox	HT1080NT lethal	KB-3-1 cytotox	DRD3 antagonist	SW480 rereplic	D3 ag
CCOc1ccccc1NC(=O)CN(c1ccc(C)cc1)S(=O)(=O)c1c(C)n[nH]c1C	-95*	0%	?	?	?	-22%	-13	?	-4
COC(=O)[C@]12CCCCC=C1N(Cc1ccc(Cl)cc1Cl)C(=O)[C@H](CC(=O)NCc1cccc(C(F)(F)F)c1)C2	-4	-7%	?	-9%	?	-11%	-10	/	-2
COc1ccc(S(=O)(=O)N2CCN(C(=O)c3c(-c4ccccc4)noc3C)CC2)cc1	-9	8%	-3%	-5%	3%	-9%	-13	9%	9
CN(c1ccccc1)S(=O)(=O)c1ccc(C(=O)NCc2ccccc2CN2CCCC2)cc1	-26	22%	?	-10%	?	?	?	-4%	-8
COc1cccc(OC)c1NC(=O)C1CCCN1C(=O)Nc1ccccc1F (centres undefined)	-2	7%	7%	20%	14%	-1%	2	-18%	5

2 records picked at random from the list so far, as already listed:
Molecule	IL1B secr inh	GLP1R ag	HT1080 IDH1KD tx	KB-V1 cytotox	HT1080NT lethal	KB-3-1 cytotox	DRD3 antagonist	SW480 rereplic	D3 ag
COc1cccc(OC)c1NC(=O)C1CCCN1C(=O)Nc1ccccc1F (centres undefined)	-2	7%	7%	20%	14%	-1%	2	-18%	5
COc1ccc(S(=O)(=O)N2CCN(C(=O)c3c(-c4ccccc4)noc3C)CC2)cc1	-9	8%	-3%	-5%	3%	-9%	-13	9%	9

Screening data as filed in PubChem.
